Assay outcomes as filed in PubChem BioAssay.
EphA4 KYL inhibition = inhibitors of EphA4 binding to KYL peptide, primary screen, biochemical, colorimetric, mouse EphA4 (AID 689); one-dose inhibition, % at 10 µM; IC50 in µM for titrated hits; Ephrin type-A receptor 4 (Mus musculus); 0.1% of 62,000 active; EphA4-AP binding to KYL peptide, pNPP A405; higher % means a stronger effect; in the data active means a potency from the dose series; inactive means the rest, 99 in 100 with inhibition below about 22%
* hit, by the source's call; & = joins results of further samples.

The opening 5 records, to show the layout:
SMILES	EphA4 KYL inhibition
O=C(C1CC(c2ccccc2O)=NO1)N1CCC2(CC1)OCCO2 (stereo not drawn)	-6%
COc1ccc(CC(=O)N2CCN(C)CC2)cc1	-10%
COc1ccc(-n2c(O)c(C(C)=NCCCn3ccnc3)c(=O)[nH]c2=O)cc1	-22%
CSCCC(N=Cc1c(O)n(-c2ccc(Br)cc2)c(=O)[nH]c1=O)C(=O)OC(C)(C)C (stereo not drawn)	0%
O=c1cccc2n1CC1CC2CN(Cc2ccc3c(c2)OCO3)C1 (stereo not drawn)	-6%

The listing, previewed entries included:
SMILES	EphA4 KYL inhibition
O=C(C1CC(c2ccccc2O)=NO1)N1CCC2(CC1)OCCO2 (stereo not drawn)	-6%
COc1ccc(CC(=O)N2CCN(C)CC2)cc1	-10%
COc1ccc(-n2c(O)c(C(C)=NCCCn3ccnc3)c(=O)[nH]c2=O)cc1	-22%
CSCCC(N=Cc1c(O)n(-c2ccc(Br)cc2)c(=O)[nH]c1=O)C(=O)OC(C)(C)C (stereo not drawn)	0%
O=c1cccc2n1CC1CC2CN(Cc2ccc3c(c2)OCO3)C1 (stereo not drawn)	-6%
CCC(=O)N1c2ccc(S(=O)(=O)CCC(=O)N3CCC4(CC3)OCCO4)cc2CC1C (stereo not drawn)	-5%
CC(=NCc1ccco1)c1c(O)n(Cc2ccccc2)c(=O)[nH]c1=O	-29%
CCNc1cc2oc(=O)cc(C(F)(F)F)c2cc1C	-11%
CC(=NCCN1CCOCC1)c1c(O)n(C2CCCCC2)c(=O)[nH]c1=O	-5%
O=C(Nc1cccc(C(F)(F)F)c1)c1cccn(Cc2ccc3c(c2)OC(F)(F)O3)c1=O	-8%
CN(C)c1ccc(NC(=O)CN2C(=O)CN=C(c3ccccc3)c3ccccc32)cc1	2%
CC12CN3CC(C)(CN(C1)C3c1cccnc1)C2=O (stereo not drawn)	-14%
CN1C(=O)NC(=O)C2(Cc3ccccc3N3CCOCC32)C1=O (stereo not drawn)	-2%
CCOCCCN=Cc1c(O)n(Cc2ccccc2)c(=O)[nH]c1=O	-10%
Cc1ccc(C2C(S(C)(=O)=O)=C(O)C(=O)N2c2ccccc2)cc1 (stereo not drawn) (tested in a mixture with another compound)	-8%
Cn1c(O)c(C=NCc2ccco2)c(=O)n(C)c1=O	3%
O=C(CNS(=O)(=O)c1ccc(Br)s1)N1CCC2(CC1)OCCO2	-18%
O=c1[nH]c(=O)n(CCC2=CCCCC2)c(O)c1C=Nc1cccc(F)c1	12%
O=c1c2cc([N+](=O)[O-])ccc2nc(CN2CCOCC2)n1-c1ccccc1F	1%
CC(C)C(=O)N1CCN(CCN=Cc2c(O)n(C)c(=O)n(C)c2=O)CC1	-15%
CN1C(=O)C(=Cc2ccc(-c3cccc(C(=O)O)c3)o2)C(=O)N(C)C1=O	18%
O=C(COc1ccc(Cl)cc1)N1CCN(C/C=C/c2ccccc2)CC1	-7%
O=C(C(Cc1ccccc1)NS(=O)(=O)c1cccc2nsnc12)N1CCC2(CC1)OCCO2 (stereo not drawn)	-5%
C=CCN1C(=O)NC(=O)/C(=C/c2cccn2C)C1=O	-20%
O=P(O)(O)COc1ccccc1O	-12%
CN=C(SCc1ccccc1)c1c(O)n(C)c(=O)n(C)c1=O	4%
Cc1ccc(NP(=O)(Oc2ccccc2F)Oc2ccccc2F)cc1	-4%
CC1=CC(=C2C(=O)NC(=S)NC2=O)C=C(C(F)(F)F)N1C	2%
O=C1C2CCN(CC2)C1Cc1ccccc1O (stereo not drawn)	-4%&-4%
OCC1(CO)COC(c2cccnc2)N1 (stereo not drawn)	-10%

A draw from above in order of molecular weight, rising.
SMILES	EphA4 KYL inhibition
O=c1[nH]c(=O)n(CCC2=CCCCC2)c(O)c1C=Nc1cccc(F)c1	12%
Cc1ccc(NP(=O)(Oc2ccccc2F)Oc2ccccc2F)cc1	-4%
COc1ccc(-n2c(O)c(C(C)=NCCCn3ccnc3)c(=O)[nH]c2=O)cc1	-22%

Back to the main list, repeating the 4 entries before the break.
SMILES	EphA4 KYL inhibition
Cc1ccc(NP(=O)(Oc2ccccc2F)Oc2ccccc2F)cc1	-4%
CC1=CC(=C2C(=O)NC(=S)NC2=O)C=C(C(F)(F)F)N1C	2%
O=C1C2CCN(CC2)C1Cc1ccccc1O (stereo not drawn)	-4%&-4%
OCC1(CO)COC(c2cccnc2)N1 (stereo not drawn)	-10%
Cc1ccc2c(c1)CC1(CN2C)C(=O)NC(=O)N(c2cc(C)ccc2C)C1=O (stereo not drawn)	-34%
O=c1cc(C(F)(F)F)c2cc3c4c(c2o1)CCCN4CCC3	-4%
CCOC(=O)N(c1ccccc1)P1(=S)OCCO1	-4%
Cc1ccc2c(c1)C(c1ccccc1)NCC(=O)N2 (stereo not drawn)	-25%
CCCCOc1ccc(CC2C(=O)N(C)C(=O)N(C)C2=O)cc1	21%
CCCCOP(=O)(CN1CCOCC1)OCCCC	-18%
CC(C)NS(=O)(=O)c1ccc(OCC(=O)N2CCN(C)CC2)cc1	5%
CCCCCP(=O)(O)c1ccccc1	-3%
Cc1nn(CCC#N)c2c1P(=S)(N1CCCC1)OC(c1ccc(F)cc1)=N2 (stereo not drawn)	-14%
CCN(CC)c1ccc(CC2C(=O)N(C)C(=O)N(C)C2=O)cc1	5%
COc1ccc(C=C2C(=O)NC(=S)NC2=O)c(OC)c1	-2%
CC(=O)Nc1ccccc1C(=O)OCC(=O)c1cccc2ccccc12	-10%
O=C1NC(=O)C(=Cc2ccccc2OCCOc2ccc([N+](=O)[O-])cc2)C(=O)N1	-9%
CC12CN3CC(C)(CN(C1)C31CCSCC1)C2=O	-22%
O=C(Nc1ccc(Cl)cc1C(=O)c1ccccc1)c1ccco1	-9%
Cn1ccnc1P(=S)(c1nccn1C)c1nccn1C	-17%
CCOCCCn1c(N)c(C(=O)Nc2sc3c(c2C(=O)OC)CCCC3)c2nc3ccccc3nc21	-2%
Cc1ccccc1N1C(=O)CC(=O)NC1=O	4%
CNC(C(=O)c1ccccc1)C(OC(C)C)c1ccc(Cl)cc1 (stereo not drawn)	-6%
CCC(=O)Nc1ccc(N2CCN(CC)CC2)c(Cl)c1	-16%
CCN1CCN(S(=O)(=O)c2ccc(Cl)nc2)CC1	5%
CCN1/C(=C\C=C\C2=[N+](CC)c3ccccc3C2(C)C)C(C)(C)c2ccccc21	16%
CCC(=O)c1cc(F)c(N2CCN(CC)CC2)cc1C	-20%
OC12Oc3ccccc3C=C1N1CCC2CC1 (stereo not drawn)	0%
COC(=O)C(O)(c1c(C)[nH]c2ccccc12)C(F)(F)F (stereo not drawn)	-5%
COc1ccc(OCC(=O)N2CCN(Cc3c[nH]c4ccccc34)CC2)cc1	-3%
O=C(c1ccco1)c1cn(Cc2ccccc2)c2ccccc12	15%
Cc1ccc(C)c(C2(O)CC(C)N(C)CC2C)c1 (stereo not drawn)	-9%
CCOCCN1CCC(OC(C)=O)C(C)C1 (stereo not drawn)	-11%
Cc1ccc2c(c1)C1CN(C)CCC1N2C(=O)Cn1cnc2c1c(=O)n(C)c(=O)n2C (stereo not drawn)	-2%
c1ccc(C2CC3CC4(CCCC4)N2O3)cc1 (stereo not drawn)	-1%
O=C(CCc1nc(-c2ccccc2F)no1)N1CCC2(CC1)OCCO2	-4%
Cc1nn(C2CCOC(C)(C)C2)c2c1C(c1ccc3c(c1)OCO3)SCC(=O)N2 (stereo not drawn)	0%
Cc1ccc(-n2c(O)c(C=Nc3ccccc3N)c(=O)[nH]c2=O)cc1C	-29%
CC(NCc1ccc(Cl)cc1Cl)C(O)c1ccccc1 (stereo not drawn)	-1%
Cc1ccc2c(c1)C1CN(C)CCC1N2C(=O)c1ccc(Br)o1 (stereo not drawn)	-1%
CCCCn1c(O)c(C(C)=NCCN2CCCCC2)c(=O)[nH]c1=O	6%
C=CCOC(=O)C1=C(C)OC(N)=C(C(=O)OCC)C12C(=O)N(CC(N)=O)c1ccccc12 (stereo not drawn)	2%
CCCCn1c(O)c(C(CC)=NCc2cc(OC)cc(OC)c2)c(=O)[nH]c1=O	-11%
Nc1ncc(P(=S)(N2CCOCC2)N2CCOCC2)s1	-14%
COc1cccc(OCC(=O)N2CCN(C)CC2)c1	5%
CCOP(C)(=O)CN1CCCCC1 (stereo not drawn)	-19%
O=C(Nc1cccnc1)c1c(O)c2c(n(Cc3ccccc3)c1=O)CCCC2	-2%
Cc1cccnc1-n1c(CN2C(=O)c3ccccc3C2=O)nc2ccccc2c1=O	-10%
O=C(CCn1c(=O)oc2ccccc21)N1CCC2(CC1)OCCO2	3%
CC1CCC/C=C/C2CC(O)CC2C(O)/C=C/C(=O)O1 (stereo not drawn)	1%
Cc1cccc(NC(=O)CSc2nnc([C@@H](N)Cc3c[nH]c4ccccc34)o2)c1C	0%
N/C(=N\[N+](=O)[O-])N/N=C/c1ccc(O)cc1	-16%
CC(C(N)=O)N1CC(c2ccc(Cl)cc2)CC1=O (stereo not drawn)	-8%
CN1CCN(C(=O)Cc2nc3ccccc3[nH]2)CC1	-10%
Cc1nc2ccc(I)cc2c(=O)n1-c1ccc([N+](=O)[O-])cc1Cl	-13%
O=C(C1CCC(=O)N1C1CCCC1)N1CCC2(CC1)OCCO2 (stereo not drawn)	7%
CC(=O)N1CCC2(CC1)CC(=O)c1cc(OCC(=O)N3CCN(C)CC3)ccc1O2	-1%
C=CCn1c(O)c(C(CC)=NCCCO)c(=O)[nH]c1=O	-4%
c1ccc2oc(N3CCNCC3)nc2c1	4%
CC(C)n1cc(C(=O)N(CC(=O)NC2CCCC2)Cc2ccccc2)cn1	1%
Cc1cc(OCC(N)=O)c2c3c(c(=O)oc2c1)CCC3	-6%
Cc1ccc2c(c1)C1CN(C)CCC1N2C(=O)Cc1cccs1 (stereo not drawn)	-2%
Cc1cc(OCC(=O)c2ccccc2)c2c3c(c(=O)oc2c1)CCC3	-11%
CN1C(=O)N(C)C(=O)C2(Cc3c(nc4ccccn4c3=O)N3CCC(Cc4ccccc4)CC32)C1=O (stereo not drawn)	9%

In the list so far, these have a thiophene ring, fused or not:
SMILES	EphA4 KYL inhibition
O=C(CNS(=O)(=O)c1ccc(Br)s1)N1CCC2(CC1)OCCO2	-18%
CCOCCCn1c(N)c(C(=O)Nc2sc3c(c2C(=O)OC)CCCC3)c2nc3ccccc3nc21	-2%
Cc1ccc2c(c1)C1CN(C)CCC1N2C(=O)Cc1cccs1 (stereo not drawn)	-2%

New compounds follow:
SMILES	EphA4 KYL inhibition
ClCCNc1nc2ccc(Cl)cc2[nH]1	-8%
CCC(C)(C)n1nnnc1C(c1cccs1)N1CC=C(c2ccc(F)cc2)CC1 (stereo not drawn)	0%
C=CCn1cc(C=C2C(=O)NC(=O)NC2=O)c2ccccc21	11%
COc1cccc(C(c2c(O)c3ccccc3oc2=O)c2c(O)c3ccccc3oc2=O)c1	0%
O=C(Cn1ncc2ccccc21)N1CCC2(CC1)OCCO2	2%
CC(C)(C)c1ccc(CN2C(=O)CN=C(c3ccccc3)c3ccccc32)cc1	-1%
CC(=O)NC1(c2ccccc2)CC(C)N(C)CC1C (stereo not drawn)	2%
CC(=NCc1cccnc1)c1c(O)n(-c2ccc(C)cc2)c(=O)[nH]c1=O	-5%
OC(Cc1ccccc1)(c1ccccc1)C1CN2CCC1CC2 (stereo not drawn)	-6%
CC(C)C12CN3CC(C(C)C)(CN(C1)C3c1cccnc1)C2=O (stereo not drawn)	-18%
Fc1ccc(CCNCc2cccc(Cl)c2)cc1	2%
CCOc1ccccc1N=C1SCCCN1C	-9%
O=C(O)C12C3CCCC1C32c1ccccc1 (stereo not drawn)	0%
CCCCn1c(=O)c(C(=O)NCc2ccncc2)c(O)c2ccccc21	1%
Cc1cccc(N2CCN(CCc3ccccc3)CC2)c1C	1%
CCN(CCNc1ccc([N+](=O)[O-])c2cccnc12)S(=O)(=O)c1ccc(Cl)cc1	32%
CN1CCC(OC(=O)C2c3ccccc3Oc3ccccc32)CC1	-17%
CCC(=NCc1ccco1)c1c(O)n(-c2ccccc2)c(=O)[nH]c1=O	-14%
CC(C)N1C(=O)CCC1C(=O)N1CCC2(CC1)OCCO2 (stereo not drawn)	2%
COc1ccc(/C=N/N=C(/N)N[N+](=O)[O-])c(OC)c1	-9%
COc1ccc(CC2C(=O)N(c3ccccc3)C(=O)N(c3ccccc3)C2=O)c(OC)c1	-4%
CC(C)n1nnnc1CN1CCN(C)CC1	-5%
Cn1c(O)c(C=Nc2ccc3c(c2)CCC3)c(=O)n(C)c1=O	-9%
COC(=O)c1ccc(CN2CCN(Cc3ccccc3)CC2)cc1	-6%
O=C(Cn1c(=S)[nH]c2ccccc2c1=O)N1CCC2(CC1)OCCO2	-6%
Cc1cc(OCC(=O)Nc2cc(C)nn2-c2ccccn2)c2c3c(c(=O)oc2c1)CCC3	-6%
Cc1cc(C=C2C(=O)NC(=O)NC2=O)c(C)n1-c1cccnc1	-5%
CCOc1ccccc1N1C(=O)NC(=O)/C(=C/c2ccc3c4c(cccc24)CC3)C1=O	-6%

Some of the compounds tested; count on the stated rates, not on these rows.
